CCT chaperon mod: cytosolic chaperonin activity modulation; activity change, % (test concentration not listed), hits read low; 0.3% of 360,000 active; purified chaperonin ATPase assay, HTRF ADP detection, 30 min; in the data active = activity change below about -30%; note: % is set by controls: 0 for no effect and ±100 for the full control effect
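TRiC at 40 or 20 nM final (batch-dependent) in 30 mM Tris pH 7.4, 100 mM KCl, 5 mM MgCl2, 1 mM DTT, with compound at single 76 uM and 10 uM ATP, 30 min at 37 deg C. ADP detected by HTRF Transcreener, 665/615 ratio.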
Nrf2 inh: inhibitors of Nrf2 signaling; A549 ARE-Fluc reporter, luciferase luminescence, 18-24 h; Potency, µM (highest dose often 46 µM), inactives show top-dose activity change, negative = inhibition, hits mostly inhibitors; 2.1% of 360,000 active; AID 504444; note: potency is the fitted concentration of half-maximal effect; % is set by controls: 0 for no effect and ±100 for the full control effect; nearly all actives have a fitted effect of over 60% in size
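Quantitative HTS in A549 cells stably bearing an antioxidant response element-firefly luciferase construct. Inhibition of Nrf2-driven transcription was scored by luminescence after 18-24 h of compound exposure at 37 °C.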
Nrf2 ARE act: Nrf2 pathway activation; AREc32 ARE-luciferase reporter (MCF7-derived line), luminescence, 24 h; Potency, µM (titrated, usually from 46.1 µM), for inactives: top-dose activation, usual class: activators; 0.31% of 410,000 active; AID 624171; note: potency is the fitted concentration of half-maximal effect; % of control where 0% means no effect; nearly all actives have a fitted effect of over 65% in size
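ARE-driven firefly luciferase activity in AREc32 cells measured after a 24 hr compound exposure at 37 deg C, using Steady-Glo reagent and a 30 min room-temperature hold.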
EPAC2 antag: EPAC2 (human) antagonism. EPAC2 GEF exchange of Rap1B-BODIPY-GDP, fluorescence. Potency, µM (highest dose often 114 µM), for inactives: at the highest dose activity, negative = inhibition, hits mostly inhibitors. 0.18% of 360,000 active. AID 720708; note: potency is the fitted concentration of half-maximal effect; % is set by controls: 0 for no effect and ±100 for the full control effect; nearly all actives have a fitted effect of over 45% in size; many of its hits are not listed in these tables
Target sequence (Q8WZA2 whole entry, looked up): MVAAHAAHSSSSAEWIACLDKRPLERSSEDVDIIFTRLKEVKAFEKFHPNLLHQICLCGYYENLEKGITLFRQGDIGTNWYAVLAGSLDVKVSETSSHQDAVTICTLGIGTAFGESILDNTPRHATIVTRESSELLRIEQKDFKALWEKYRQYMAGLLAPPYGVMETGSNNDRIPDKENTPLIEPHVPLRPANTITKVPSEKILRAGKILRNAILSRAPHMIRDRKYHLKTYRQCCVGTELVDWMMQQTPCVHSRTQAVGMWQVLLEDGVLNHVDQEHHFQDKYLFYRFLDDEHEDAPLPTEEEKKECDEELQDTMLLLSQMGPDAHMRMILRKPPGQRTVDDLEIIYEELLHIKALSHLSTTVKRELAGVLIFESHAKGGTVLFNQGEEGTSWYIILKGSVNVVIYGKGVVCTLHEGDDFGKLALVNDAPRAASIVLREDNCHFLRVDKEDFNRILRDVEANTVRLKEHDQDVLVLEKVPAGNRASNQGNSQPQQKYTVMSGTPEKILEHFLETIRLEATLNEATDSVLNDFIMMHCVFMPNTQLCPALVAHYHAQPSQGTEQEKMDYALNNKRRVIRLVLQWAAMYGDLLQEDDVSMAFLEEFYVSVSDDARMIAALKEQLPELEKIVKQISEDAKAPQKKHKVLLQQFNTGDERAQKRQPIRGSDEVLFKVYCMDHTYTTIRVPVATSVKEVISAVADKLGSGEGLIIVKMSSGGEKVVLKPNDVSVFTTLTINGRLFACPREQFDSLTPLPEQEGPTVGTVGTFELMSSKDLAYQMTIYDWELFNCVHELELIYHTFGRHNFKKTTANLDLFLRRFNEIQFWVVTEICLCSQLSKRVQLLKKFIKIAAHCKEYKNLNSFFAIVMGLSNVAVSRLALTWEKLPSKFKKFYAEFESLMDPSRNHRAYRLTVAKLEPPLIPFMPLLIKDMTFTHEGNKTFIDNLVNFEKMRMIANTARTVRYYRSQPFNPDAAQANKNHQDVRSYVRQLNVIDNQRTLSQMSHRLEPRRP
Mm-Cpn inhibitor: inhibitors of Methanococcus maripaludis chaperonin (MmCpn); purified Mm-Cpn ATPase, ADP Transcreener TR-FRET; Potency, µM (series often up to 76.9 µM), for inactives: at the top dose activity, negative = inhibition, actives largely listed as inhibitors; 0.031% of 330,000 active; AID 504842; note: potency is the fitted concentration of half-maximal effect; % is set by controls: 0 for no effect and ±100 for the full control effect; nearly all actives have a fitted effect of over 80% in size
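Quantitative HTS used 25 nM Mm-CPN and 10 uM ATP in magnesium/KCl Tris buffer, pH 7.4, with 1 mM DTT. Hydrolysis ran 30 min at 37°C; ADP was read by HTRF.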
TGFb inhibitor: blocks TGF-b signaling. HepG2 CAGA-GFP TGF-b/SMAD3 reporter, GFP fluorescence, 18 h; TGF-beta stimulated, 500 pg/mL final. Potency, µM (highest dose often 46.1 µM), without a hit: top-dose activity, negative = inhibition, hits mostly inhibitors. 1.2% of 410,000 active. AID 588855; note: potency is the fitted concentration of half-maximal effect; % is set by controls: 0 for no effect and ±100 for the full control effect; nearly all actives have a fitted effect of over 65% in size
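HEPG2 CAGA-GFP reporter cells (1000/well, DMEM with 1% FBS) received compounds, then recombinant TGF-beta at 500 pg/mL final for 18 hours at 37 degrees C. Per-cell GFP summed per well was normalised to unstimulated and stimulated DMSO controls before curve fitting.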
pAkt inh: blocks phosphorylation of Akt | activity change, % for hits at 50 µM | 0.32% of 360,000 active | Neuro2A IGF-stimulated pAkt S473 HTRF, 20 min; hits give low values; in the data active = activity change below about -80%; inconclusive = mostly about -51% to -80%; note: % is set by controls: 0 for no effect and ±100 for the full control effect
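Neuro2A cells (4,500/well, DMEM with 0.5% FBS) were treated with compound at a single 50 µM final concentration, stimulated with 6 nM IGF for 20 min at 37 °C, and lysed. Phospho-Akt Ser473 was read by HTRF as 665/615 ratio ×10^4.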
EPAC2 ag: agonists of human EPAC2 (RAPGEF4). Potency, µM (top dose mostly 154 µM), for inactives: at the highest dose activation, most hits filed as activators. EPAC2 activation, biochemical qHTS; response scale: 100% = 6.5 mM cAMP response. Q8WZA2. 0.079% of 360,000 active; note: potency is the fitted concentration of half-maximal effect; nearly all actives have a fitted effect of over 50% in size
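Each well held 100 nM EPAC2, 250 nM RAP1B-BODIPY-GDP and 50 uM GDP. Fluorescence, read at 5-min intervals to 30 min, was referenced to a 6.5 mM cAMP positive control.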
A549 tox: counter-screen for Nrf2 inhibitors: cytotoxicity in A549 cells. A549 ARE-Fluc cells, CellTiter-Fluor viability, 18-24 h. Potency, µM (doses to about 46 µM), without a hit: at the top dose activity change, negative = cytotoxicity, usual class: inhibitors. 0.16% of 390,000 active. AID 504648; note: potency is the fitted concentration of half-maximal effect; % is set by controls: 0 for no effect and ±100 for the full control effect
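A549 ARE_Fluc cells in 5% FBS OPTI-MEM were exposed to compounds in concentration-response for 18-24 h at 37 deg C. Viability was read by CellTiter-Fluor fluorescence (Ex 405/Em 525) after 30 min, before the luciferase read.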
Active calls of the source: *; i = inactive; ? = inconclusive; · = not tested or not shown; & = joins results of further samples; [ ] = another dose, or the depositor's remark. Unless noted, calls come from the whole dose curve; as a rule, active = well fitted curve in the direction sought with a large enough effect; inconclusive = small, poorly fitted or top-dose-only effect, or another doubt; inactive = no such curve, though single readings can be large; an effect the other way counts as inactive or inconclusive. An excerpt (hit frequency here may not be typical).

Key to letters: A = CCT chaperon mod; B = Nrf2 inh; C = Nrf2 ARE act; D = EPAC2 antag; E = Mm-Cpn inhibitor; F = TGFb inhibitor; G = pAkt inh; H = EPAC2 ag; I = A549 tox
> CC(C)COC(=O)N1CCCC1C(=O)O (configuration not stated)
  A: -1.9	B: 3%	C: -0.7%	D: 5%	E: -2%	F: 3%	G: i	H: 1%	I: -4%

> COC(=O)c1cc2oc3ccccc3c2n1Cc1nc(-c2cccc(C)c2)oc1C
  A: ·	B: 4%	C: 8.0%	D: ·	E: ·	F: -3%	G: ·	H: ·	I: -6%

> CCN(Cc1ccccc1)C(=O)COC(=O)c1cc(S(=O)(=O)Nc2ccccc2OC)ccc1O
  A: -1.6	B: -9%	C: -0.5%	D: 2%	E: 0%	F: -19%	G: i	H: 5%	I: 6%

> Cc1cc(S(=O)(=O)N2CCOCC2)ccc1F
  A: 1.8	B: -8%	C: 0.5%	D: 11%	E: 0%	F: 10%	G: i	H: -2%	I: 2%

> CCCNC(=O)Cn1cnc2sc(C(=O)Nc3ccc4c(c3)OCO4)c(C)c2c1=O
  A: 1.6	B: ?	C: -0.1%	D: -17%	E: 1%	F: -3%	G: i	H: 0%	I: 3%

> CC(C)[C@H]1C(=O)Nc2ccccc2N1C(=O)N[C@@H](Cc1ccccc1)C(=O)N[C@@H](Cc1ccccc1)C(=O)O
  A: 1.5	B: -5%	C: 0.1%	D: 6%	E: 1%	F: 11%	G: i	H: 4%	I: 3%

> CSc1ccc(NC(=O)CSc2nc3[nH]c(=O)cc(O)c3s2)cc1
  A: 2.3	B: -4%	C: -0.6%	D: -1%	E: -14%	F: 6%	G: i	H: 3%	I: -5%

> Cc1cc(C)nc(SCC(=O)c2cc3ccccc3oc2=O)n1
  A: 2.6	B: ·	C: 9.1%	D: 9%	E: -24%	F: -3%	G: i	H: 0%	I: 16%

> CC(C)(C)C(=O)COC(=O)c1cc(S(=O)(=O)N2CCCCC2)ccc1N1CCOCC1
  A: -2.7	B: ?	C: 0.0%	D: -7%	E: -6%	F: 0%	G: i	H: -8%	I: -4%

> C=CCn1cccc(C(=O)Nc2ccc(OC)cc2OC)c1=O
  A: -3.1	B: 12%	C: 2.4%	D: -6%	E: 0%	F: 2%	G: i	H: -10%	I: 9%

> COc1ccc(C(=O)Oc2cc(C(=S)N3CCOCC3)ccc2OC)cc1
  A: 0.3	B: -7%	C: -0.7%	D: -12%	E: -5%	F: -4%	G: i	H: 13%	I: 2%

> CCCC(=O)N1CCC(CCC(=O)NC2CC2)CC1
  A: -1.3	B: 9%	C: -0.2%	D: -2%	E: 2%	F: 0%	G: ·	H: 6%	I: -10%

> O=C(Nc1ccccc1F)C1CCCN(S(=O)(=O)c2cccc3cccnc23)C1 (configuration not stated)
  A: -0.3	B: -7%	C: 0.1%	D: 3%	E: 0%	F: 13%	G: i	H: 17%	I: 5%

> CCc1nc2c(OCCC3CCCCC3)cccn2c1N(C)C(=O)c1cccs1
  A: -29	B: ·	C: -2.1%	D: -24%	E: ·	F: -92%	G: i	H: 14%	I: ·

> O=C1/C(=C/c2ccc([N+](=O)[O-])cc2)Oc2cc(O)ccc21
  A: -4.0	B: -1%	C: 3.2%	D: -4%	E: -2%	F: ?	G: i	H: 11%	I: 2%

> CNC(C)C(=O)NC(C(=O)NC(C(=O)Nc1cccc2ccccc12)C(C)C)C(C)C (configuration not stated)
  A: -0.6	B: ·	C: 3.5%	D: 3%	E: ·	F: ?	G: i	H: -2%	I: ·

> O=C(CSC(=S)N1CCCCC1)N1N=CCC1c1ccccc1 (configuration not stated)
  A: -2.0	B: 21%	C: 2.8%	D: 13%	E: 0%	F: -5%	G: i	H: 5%	I: -4%

> CCN(c1ccc(C(=O)CSc2nnc(C3CC3)n2C2CC2)cc1)S(C)(=O)=O
  A: -1.1	B: 8%	C: 0.4%	D: -5%	E: -1%	F: 2%	G: i	H: 2%	I: -4%

> Cc1nc(SCC(=O)Nc2nnc(C(C)C)s2)n[nH]1
  A: -7.1	B: -2%	C: 0.2%	D: -5%	E: -2%	F: 33%[activator]	G: i	H: 10%	I: 3%

> CCOC(=O)[C@@H]1[C@H]2COc3cc(OC)ccc3[C@H]2N2C(=O)N(c3ccc(F)cc3)C(=O)[C@]12C
  A: 1.0	B: ?	C: -0.3%	D: -10%	E: -4%	F: 23%	G: i	H: 5%	I: -1%

> CCOC(=O)C1=C(C)NC(C)=C(C(=O)OCC)C1C(=O)O
  A: -1.1	B: -2%	C: 0.5%	D: 4%	E: 0%	F: 0%	G: i	H: 0%	I: ·

> CCCCNC(=O)Nc1nc(SCC(=O)OCC)n[nH]1
  A: -2.5	B: -3%	C: -0.7%	D: 1%	E: 0%	F: 1%	G: i	H: 3%	I: 0%

> Cc1ccc(-c2cn(-c3ccccc3)c(=S)[nH]2)cc1C
  A: 0.1	B: ?	C: 1.4%	D: -13%	E: -6%	F: -8%	G: i	H: 30%	I: 18%

> O=S(=O)(c1ccccc1)N1CCN(C(=S)Nc2ccccc2)CC1
  A: 0.4	B: -10%	C: 0.1%	D: -11%	E: -1%	F: -13%	G: i	H: 15%	I: 8%

> CC#CCC(CC#CC)c1nc2ccccc2c(=O)n1N
  A: -4.1	B: -1%	C: -2.1%	D: -3%	E: 4%	F: -2%	G: i	H: 4%	I: 8%

> Cc1cccc(CCNc2ncnc3onc(-c4ccc(Cl)cc4)c23)c1
  A: ·	B: 7%	C: -0.8%	D: ·	E: ·	F: -4%	G: ·	H: ·	I: 8%

> COC(=O)c1c(-c2ccccc2)csc1N
  A: -3.1	B: -26%	C: 0.5%	D: -1%	E: ·	F: 6%	G: i	H: -7%	I: 1%

> COc1ccc(OC)c(C2CC(=O)N3CN(c4ccccc4F)CSC3=C2C#N)c1 (configuration not stated)
  A: 2.1	B: -1%	C: -0.1%	D: -2%	E: -1%	F: 10%	G: i	H: -5%	I: 1%

> CCOC(=O)OC(C)OC(=O)[C@@H]1N2C(=O)[C@@H](NC(=O)[C@H](N)c3ccccc3)[C@H]2SC1(C)C (some centres not stated)
  A: -1.4	B: 16%	C: 1.1%	D: 0%	E: -10%	F: -5%	G: i	H: 3%	I: -3%

> CN(C)c1ccc(C(=O)OCC#CCSc2nnc(-c3cccc4ccccc34)o2)cc1
  A: ·	B: -8%	C: -0.2%	D: 25%	E: -1%&1%	F: -3%	G: ·	H: 10%	I: 1%

> Cc1nnsc1C(=O)Nc1cccc(Cl)c1
  A: -0.2	B: -4%	C: 2.3%	D: 1%	E: -6%	F: -2%	G: i	H: 5%	I: 0%

> Cc1ccc(CNC(=O)CCC(=O)Nc2nnc(C)s2)cc1
  A: -1.8	B: -7%	C: -0.6%	D: 2%	E: -4%	F: 6%	G: i	H: 13%	I: 0%

> C=C(C)C(=O)Nc1cccc(C2=NOC3(C2)C[C@@H](C(N)=O)N(C(=O)c2ccc(OC)cc2)C3)c1 (some centres not stated)
  A: -2.6	B: -9%	C: 0.0%	D: 20%	E: 0%	F: -5%	G: i	H: 0%	I: -5%

> CC(=O)Nc1ccc(S(=O)(=O)NCc2nc(-c3ccccc3C)no2)cc1
  A: -0.7	B: 16%	C: -0.7%	D: 1%	E: 1%	F: 8%	G: i	H: 11%	I: 1%

> CC1CCc2c(sc3c2C2=NS(=O)(=O)CCN2C=N3)C1 (configuration not stated)
  A: -1.2	B: -11%	C: 2.5%	D: -4%	E: -20%	F: 37%	G: ·	H: 0%[15.6 µM]	I: 28%

> Cc1ccc(C(=O)CSc2nc(N)cc(=O)[nH]2)cc1C
  A: 1.6	B: -11%	C: -0.2%[9.22 µM]	D: -12%	E: 3%	F: 5%	G: i	H: 5%	I: -1%

> Cc1cccc(OCCC(=O)OCc2csc(CC(=O)Nc3ccccc3C)n2)c1
  A: -3.9	B: -28%	C: -0.4%	D: -23%	E: ?	F: -15%	G: i	H: 0%	I: -7%

> CC1CC(C)(C)NC(=S)N1CCCC(=O)Nc1ccc(F)cc1 (configuration not stated)
  A: -3.5	B: ?	C: -0.6%	D: -4%	E: 1%	F: -12%	G: i	H: 17%	I: 1%

> CCOC(=O)N1CCN(C(=O)CCNS(=O)(=O)c2ccccc2)CC1
  A: -2.3	B: 5%	C: -0.7%	D: 11%	E: 2%	F: 0%	G: i	H: 4%	I: 0%

> O=c1[nH]c(=O)n(-c2ccccc2)c2c1C(C(F)(F)F)(C(F)(F)F)N=C(C1CCCCC1)N2
  A: 1.1	B: -9%	C: 0.3%	D: 6%	E: 0%	F: 1%	G: i	H: 1%	I: 1%

> COc1ccc(NCC(O)Cn2c(C)c(C)c3ccccc32)cc1 (configuration not stated)
  A: -1.4	B: ?	C: 2.3%	D: 2%	E: -4%	F: ?	G: i	H: 19%	I: -4%

> CSc1ccc(CCNC(=O)Cn2nc(C)n3c(cc4sccc43)c2=O)cc1
  A: ·	B: 3%	C: -1.4%	D: ·	E: ·	F: ?	G: ·	H: ·	I: 6%

Compound profiles, from the list above:
Profile of CNC(C)C(=O)NC(C(=O)NC(C(=O)Nc1cccc2ccccc12)C(C)C)C(C)C (configuration not stated) = CCT chaperon mod = -0.6; Nrf2 inh = ·; Nrf2 ARE act = 3.5%; EPAC2 antag = 3%; Mm-Cpn inhibitor = ·; TGFb inhibitor = ?; pAkt inh = i; EPAC2 ag = -2%; A549 tox = ·
Profile of CCCCNC(=O)Nc1nc(SCC(=O)OCC)n[nH]1 = CCT chaperon mod = -2.5; Nrf2 inh = -3%; Nrf2 ARE act = -0.7%; EPAC2 antag = 1%; Mm-Cpn inhibitor = 0%; TGFb inhibitor = 1%; pAkt inh = i; EPAC2 ag = 3%; A549 tox = 0%
